Source: PubChem BioAssay
S1P3 agonist: human S1P3 receptor agonists, primary screen, cell-based, primary and confirmation, NFAT-BLA reporter. 60,000 tested, 0.1% active. AID 373, 2006. S1P3 NFAT-BLA reporter cells, agonism, FRET ratio; relative to 1 µM S1P, basal subtracted. activation, % at 4.5 µM. Sphingosine 1-phosphate receptor 3 (Homo sapiens), Q99500;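 active means activation above the screen-wide mean plus 3 SD, cut at about 4.5% in these data, passing the limit was not always enough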; further: some compounds called inactive have numbers as strong as hits
Target sequence (Q99500 whole entry, looked up): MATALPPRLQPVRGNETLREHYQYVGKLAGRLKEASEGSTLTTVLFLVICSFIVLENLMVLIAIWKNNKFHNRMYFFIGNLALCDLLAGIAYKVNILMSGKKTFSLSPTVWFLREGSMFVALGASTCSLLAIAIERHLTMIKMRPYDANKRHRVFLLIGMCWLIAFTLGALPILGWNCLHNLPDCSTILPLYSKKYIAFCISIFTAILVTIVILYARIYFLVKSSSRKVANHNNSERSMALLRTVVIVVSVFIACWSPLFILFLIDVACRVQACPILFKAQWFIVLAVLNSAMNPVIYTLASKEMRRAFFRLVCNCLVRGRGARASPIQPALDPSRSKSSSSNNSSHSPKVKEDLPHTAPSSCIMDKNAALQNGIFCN
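Benchmarks: high control 1 µM S1P / System: stable CHO line with human S1P3, Gα16, NFAT-BLA reporter / Dosing: single compound concentration, 4.5 µM final / Timing: 4 h compound at 37 °C, 2 h substrate at RT / Measured by: FRET β-lactamase substrate fluorescence, excitation 405 nm, 460/535 nm emission ratio, background-subtracted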
HTR1A agonist: human 5-HT1a receptor agonists, primary screen, cell-based, CHO, Ga15 NFAT-bla reporter. 5-hydroxytryptamine receptor 1A (Homo sapiens), P08908. CHO 5-HT1a Ga15 NFAT-bla reporter, FRET ratio; 0% basal, 100% maximal reference agonist. activation, % at 10 µM. 65,000 tested, 0.56% active. AID 567, 2006;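 active means activation above the screen-wide mean activation plus 3 SD, cut at about 19% in these data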;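 further: 0% = DMSO wells and 100% = 5-CT at EC100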
D1 allo mod: D1 CRE-luciferase signal change, two-sided – cell-based, HEK293 D1, dopamine EC30, D1 allosteric modulator project, primary screen. dopamine EC30 potentiation; actives deviate in either direction. 58,000 tested, 5.9% active. D(1A) dopamine receptor (Homo sapiens), P21728. B-score at 10 µM;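 active means luminescence count or its row- and column-corrected plate score outside the 99.7% band of the plate's sample wells, on either side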
5-HT1A blocker: human 5-HT1a receptor antagonists, primary screen, cell-based, CHO, Ga15 NFAT-bla reporter. 5-hydroxytryptamine receptor 1A (Homo sapiens), P08908. CHO 5-HT1a Ga15 NFAT-bla reporter, antagonist mode. inhibition, % at 10 µM. 62,000 tested, 0.68% active;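 active means inhibition above the mean of all tested compounds plus 3 SD, cut at about 43% in these data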;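 further: receptor stimulated by 5-CT agonist at 100 nM near EC80; beta-lactamase reporter measured by ratiometric fluorescence of a cleavable substrate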
HEK293 NFkB inh: inhibitors of PMA/ionomycin-induced NF-kB reporter, primary screen, antigen receptor NF-kB inhibitor project, cell-based, HEK-293 luciferase reporter, luminescence. HEK-293 NF-kB luciferase reporter. inhibition, % at 3 µM. 62,000 tested, 0.21% active. AID 465, 2006;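 active means inhibition above the mean of all tested compounds plus 3 SD, cut at about 40% in these data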;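 further: 0% = stimulated DMSO wells and 100% = 10 µM reference inhibitor 5653914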
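Material: HEK-293 cells with stable firefly luciferase reporter driven by four HIV NF-kB elements / Also added: PMA plus ionomycin mix as NF-kB-activating stimulus / Compound dosing: 3 µM once, 0.30% DMSO / Times: 1 h pretreatment, 16 h stimulation, 37 °C / Signal: luminescence / Evaluation: per-plate % inhibition versus controls / Benchmarks: DMSO and 10 µM reference inhibitor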
Jurkat tox 60K: cytotoxicity toward Jurkat T cells, primary screen, cytotoxicity control, cell-based, Jurkat E6.1, 60K MLSMR library; inhibition, % at 4 µM; Jurkat E6.1 viability, ATP luminescence, 48 h; 56,000 tested, 1.2% active; AID 463, 2006;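 active means inhibition above the mean inhibition of all tested compounds plus 3 SD, cut at about 28% in these data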
S1P1 ag pot: S1P1 agonists and agonism potentiators, primary screen, cell-based, primary and confirmation screens, CRE-bla reporter | AID 449, 2006 | activation, % at 9.5 µM | 56,000 tested, 0.57% active | S1P1 CRE-bla cells, forskolin, beta-lactamase FRET, potentiator mode; S1P1 agonist co-added at EC20, 2 nM; 100% = saturating reference agonist, 0% = basal | Sphingosine 1-phosphate receptor 1 (Homo sapiens), P21453;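 active means activation above a cutoff set at the mean activation of all tested compounds plus 3 SD, cut at about 54% in these data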;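 further: forskolin at 4 µM as EC80 and the EC20 agonist is SEW2871; 100% = SEW2871 at its EC100 plus forskolin at EC80; some compounds past the cut are filed as inactive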
Target sequence (P21453 whole entry, looked up): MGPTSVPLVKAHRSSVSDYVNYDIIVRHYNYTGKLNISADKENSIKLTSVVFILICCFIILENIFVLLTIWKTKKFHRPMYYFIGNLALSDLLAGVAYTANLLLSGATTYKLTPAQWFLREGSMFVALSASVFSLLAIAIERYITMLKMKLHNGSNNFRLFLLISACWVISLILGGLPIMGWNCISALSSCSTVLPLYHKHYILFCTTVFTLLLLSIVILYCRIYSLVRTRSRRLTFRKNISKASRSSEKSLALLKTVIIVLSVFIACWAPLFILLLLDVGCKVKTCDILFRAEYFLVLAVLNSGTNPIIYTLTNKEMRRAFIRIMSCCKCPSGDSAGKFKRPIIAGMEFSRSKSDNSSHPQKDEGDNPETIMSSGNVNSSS
5HT1E ag: 5-HT1E receptor agonists, primary screen, cell-based, HTS. activation, % at 6 µM. 65,000 tested, 0.69% active. CHO 5-HT1E Ga15 NFAT-bla reporter, FRET; 0% DMSO wells, 100% control agonist wells. 5-hydroxytryptamine receptor 1E (Homo sapiens), P28566;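 active means activation above a set limit, the screen-wide mean activation plus 3 SD, cut at about 8.5% in these data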;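 further: 100% = positive control agonist at 1 µM giving full maximal response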
Target sequence (P28566 whole entry, looked up): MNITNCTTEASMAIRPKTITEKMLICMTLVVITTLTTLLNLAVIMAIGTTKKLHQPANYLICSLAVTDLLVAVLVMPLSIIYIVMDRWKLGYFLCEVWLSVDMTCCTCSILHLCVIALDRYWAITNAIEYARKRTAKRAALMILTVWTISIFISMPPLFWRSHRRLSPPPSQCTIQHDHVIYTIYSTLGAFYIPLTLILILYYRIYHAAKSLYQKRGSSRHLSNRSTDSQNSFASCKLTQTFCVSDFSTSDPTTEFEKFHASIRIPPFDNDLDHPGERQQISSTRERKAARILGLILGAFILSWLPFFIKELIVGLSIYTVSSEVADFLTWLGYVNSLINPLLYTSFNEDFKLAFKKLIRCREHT
5HT1E antag: 5-HT1E receptor antagonists, primary screen, cell-based, HTS; 5-hydroxytryptamine receptor 1E (Homo sapiens), P28566; CHO 5-HT1E Ga15 NFAT-bla reporter, FRET, antagonist; inhibition, % at 6 µM; 65,000 tested, 0.99% active;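 active means inhibition above a set limit, the mean inhibition across every tested compound plus 3 SD, cut at about 29% in these data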;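 further: signal is the 460 over 535 nm emission ratio of beta-lactamase substrate; 0% = agonist plus DMSO wells and 100% = wells without agonist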
* marks the source's active call; other numbers are inactive results; x = no result given. Compounds as they come. About 8.3% of those tested had a hit in this group.

SMILES | S1P3 agonist | HTR1A agonist | D1 allo mod | 5-HT1A blocker | HEK293 NFkB inh | Jurkat tox 60K | S1P1 ag pot | 5HT1E ag | 5HT1E antag
COc1ccc(NC(=O)CN(c2ccc(C)cc2)S(C)(=O)=O)c(OC)c1 | -1.4 | 0.2 | -0.7 | -12 | 15 | 4 | -13 | 0.9 | 9
O=C(Nc1ccccc1Cl)N1CCN(c2ncccn2)CC1 | -0.7 | -1.9 | 0.26 | 0 | 3 | -2 | -8 | 1.1 | 0
CC(C)=CCC/C(C)=C/CCC(C)NCCN1CCNCC1 (stereo not drawn) | -1.5 | -1.9 | -0.38 | 7 | 14 | 4 | 9 | -0.8 | -13
CCc1ccc2oc(=O)cc(CN(C)Cc3ccccc3)c2c1 | -0.8 | -3.7 | 0.028 | 14 | -4 | 6 | 16 | -1.0 | 20
Cn1c(NC(=O)Cc2ccc(F)cc2)cc(=O)n(C)c1=O | 0.3 | 3.6 | 2.4 | 15 | 13 | 1 | -23 | 0.4 | 3
Cc1ccc(CNC(=O)Cn2c(=O)oc3ccccc32)o1 | -1.1 | -0.6 | 0.35 | 12 | 23 | -2 | 7 | 0.7 | 10
CCOc1cc(C2CC(=O)NC3=C2C(=O)C(C(=O)OC)C(C)C3)cc(Cl)c1O (stereo not drawn) | -1.6 | -5.7 | 0.14 | 5 | 3 | -1 | -32 | 0.1 | 2
Cc1cc(C(=O)COc2ncnc3sccc23)c(C)n1C1CC1 | -0.4 | 19* | 0.31 | -6 | 7 | 9 | 17 | 0.1 | -7
CCS(=O)(=O)N1CCC(C(=O)NCc2cccnc2)CC1 | -0.2 | -1.1 | -0.11 | -6 | 13 | 6 | -22 | -0.9 | -10
O=C(Nc1nc(-c2cccs2)cs1)c1ccc(Cl)s1 | -0.9 | -4.7 | -2.1 | 14 | -1 | 18 | 42 | 1.3 | 3
CCCc1cc(=O)n2[nH]c(NCc3c(Cl)cccc3Cl)nc2n1 | 0.1 | 1.2 | x | -10 | 14 | 3 | 0 | 0.3 | -2
Clc1ccc(NC2=NCCC2)cc1Cl | -0.2 | 4.0 | -0.9 | 1 | 7 | 11 | 15 | -0.6 | 14
CCCCn1c(CN2CCN(c3ccccc3)CC2)nc2c1c(=O)n(C)c(=O)n2C | 0.6 | 0.9 | -1.1 | -9 | 26 | 38* | -15 | 0.5 | 9
CCOc1cc2[nH]c(=S)n(CC3CCCN3CC)c(=O)c2cc1OCC (stereo not drawn) | x | -1.7 | x | 1 | 6 | x | x | -0.3 | -3
Cc1nnc(SCC(=O)NCc2cccs2)[nH]c1=O | -0.1 | -1.4 | -0.31 | -4 | 24 | -4 | -2 | -1.1 | 3
O=C(NCc1ccco1)c1cccs1 | 0.2 | -3.1 | -0.51 | -8 | 19 | 1 | 12 | -0.4 | -1
COC(=O)Cn1c(CN(Cc2ccccc2)Cc2ccccc2)nc2c1c(=O)[nH]c(=O)n2C | -0.3 | -0.6 | x | -2 | 11 | 8 | -14 | 1.1 | -7
CCn1c(SCC(=O)N2CCN(c3ccccc3)CC2)nc2c(c1=O)SC(C)C2 (stereo not drawn) | -1.3 | -1.0 | x | 10 | 17 | 6 | 10 | 0.1 | 4
COc1cccc(C2CC(c3ccccc3)Nc3nc(N)nn32)c1 (stereo not drawn) | 0.4 | -0.8 | 5.3* | -4 | -3 | -6 | -14 | -0.8 | 8
CCOC(=O)C1CCN(c2c(NCCN3CCCCC3C)c(=O)c2=O)CC1 (stereo not drawn) | 1.1 | -2.6 | 0.33 | 0 | -2 | -3 | 2 | -0.1 | 3
CC(=O)c1ccc(N2C(=O)[C@@H]3C(CCC(N)=O)NC4(C(=O)Nc5c4ccc(Cl)c5C)[C@@H]3C2=O)cc1 (stereo partly drawn) | -1.1 | 0.3 | -0.7 | 11 | 13 | -6 | -15 | -0.2 | 3
Cn1c(=O)[nH]c(=O)c2c1nc(N1CCNCC1)n2CCOc1ccccc1 | -0.2 | -1.9 | -0.37 | -3 | 17 | -2 | 1 | -0.1 | -2
O=C(Oc1ccc(Cl)c2cccnc12)N1CCOCC1 | -0.7 | -2.8 | 0.15 | -20 | 3 | 1 | -27 | 0.5 | -3
O=C1CCC/C1=c1\s/c(=C\c2cccnc2)c(=O)n1-c1ccccc1 | x | 4.7 | x | -5 | 17 | x | x | 0.6 | 20
COC(=O)C1=C(CN2CCSCC2)NC(=O)NC1c1cc(C)ccc1C (stereo not drawn) | -1.5 | 1.3 | -1.4 | 17 | 8 | -2 | -11 | 0.2 | -10
CCOC(=O)c1c(NC(=O)c2ccn(CC)n2)sc2c1CCCC2 | -0.9 | 4.2 | 1.4 | 12 | 20 | 1 | -4 | 2.0 | -1
COc1ccc(C2/C(=C(/O)c3ccc(Cl)cc3)C(=O)C(=O)N2CCN2CCOCC2)c(OC)c1 (stereo not drawn) | -0.7 | -1.7 | 1.1 | -9 | -6 | -2 | 1 | 1.4 | -14
COc1ccc(S(=O)(=O)NCCCCCC(=O)NCCCN2CCOCC2)cc1 | 0.6 | -1.5 | -0.6 | -4 | 11 | -4 | 1 | 0.7 | -2
CCOC(=O)c1c(N)sc(=S)c2c1CCC2 | -1.4 | 2.0 | x | x | x | x | -21 | -1.0 | -4
COc1ccc(CCN2C(=O)CC(Sc3ncccc3C(=O)O)C2=O)cc1OC (stereo not drawn) | x | 0.4 | 0.23 | 0 | -2 | x | x | -0.1 | -8
O=C(Cn1nnc(-c2ccccc2)n1)OCc1csc(-c2ccccc2)n1 | -1.3 | -4.2 | 0.019 | -4 | 8 | -4 | -5 | -0.7 | 10
CC1(C)CC(=O)C2=C(C1)OC(N)=C(C#N)C21CCC2(CC1)OCCO2 | -0.9 | 0.3 | -0.6 | 2 | 11 | -1 | x | 0.1 | 2
O=C(NCc1ccc2c(c1)OCO2)c1cnc2ccccn2c1=O | -0.4 | -1.2 | x | -7 | 11 | 4 | -21 | -0.6 | -4
O=C(NCCCN1CCCC1=O)c1cccs1 | -0.4 | -0.9 | -0.36 | -2 | 8 | -2 | -4 | -0.5 | 10
CCCCC(=O)Nc1ccc(C(=O)NCC(=O)OC)cc1 | 0.4 | 1.7 | -0.12 | -9 | 4 | 4 | 1 | 0.0 | 6
CCCc1[nH]nc2c1C1(CCOC1C)C(C#N)=C(N)O2 (stereo not drawn) | -1.1 | 0.0 | 2 | 1 | 22 | 1 | -4 | -0.3 | 3
CCC(C)NC(=O)C1CC(c2cccc(OC)c2)=NO1 (stereo not drawn) | 0.9 | -0.7 | 0.12 | -6 | 3 | -1 | 5 | -0.8 | -12
Cc1ccc(SCCNS(C)(=O)=O)cc1 | -0.6 | 0.4 | 0.18 | -11 | 6 | -2 | x | 0.5 | 1
COc1cccc(-c2nc3ccc(O)cc3c(=O)o2)c1 | -0.3 | -0.6 | 1.2 | -2 | 5 | 2 | x | -0.6 | -6
O=C(COc1ccc(Cl)cc1Cl)NCCCn1ccnc1 | -0.1 | 0.2 | -0.03 | 1 | 6 | -1 | 11 | -0.3 | -3

Record cards, from the list above. Order of values: S1P3 agonist, HTR1A agonist, D1 allo mod, 5-HT1A blocker, HEK293 NFkB inh, Jurkat tox 60K, S1P1 ag pot, 5HT1E ag, 5HT1E antag
CCn1c(SCC(=O)N2CCN(c3ccccc3)CC2)nc2c(c1=O)SC(C)C2 (stereo not drawn) as listed: -1.3, -1.0, x, 10, 17, 6, 10, 0.1, 4
CCOC(=O)c1c(NC(=O)c2ccn(CC)n2)sc2c1CCCC2 as listed: -0.9, 4.2, 1.4, 12, 20, 1, -4, 2.0, -1
CCCc1[nH]nc2c1C1(CCOC1C)C(C#N)=C(N)O2 (stereo not drawn) as listed: -1.1, 0.0, 2, 1, 22, 1, -4, -0.3, 3

(cont.)
SMILES | S1P3 agonist | HTR1A agonist | D1 allo mod | 5-HT1A blocker | HEK293 NFkB inh | Jurkat tox 60K | S1P1 ag pot | 5HT1E ag | 5HT1E antag
O=C(COc1ccccc1)N1CCN(C(=O)Cc2ccccc2)CC1 | 0.0 | -2.0 | 0.25 | -16 | 8 | 3 | -20 | 0.7 | 1
CCOC(=O)Cc1nnc(Nc2cccc(O)c2)c2ccccc12 | -2.9 | -0.4 | -0.24 | x | x | x | 16 | -1.2 | 11
N#CC(C(=O)NC1CC1)c1nc2ccccc2nc1N1CCCC1 (stereo not drawn) | 1.8 | 1.7 | x | 2 | -6 | -1 | -30 | 1.1 | 26
COc1ccc(CCNC(=O)CN2C(=O)C3(OCCCO3)c3ccccc32)cc1OC | 0.6 | -1.9 | -0.16 | 9 | 18 | -7 | -15 | -0.1 | 0
Cc1cc(C(F)(F)F)c2sc(N)nc2n1 | 0.7 | -1.0 | x | -33 | 9 | 3 | -16 | 3.9 | -4
Nc1c(C(=O)OCC2CCCO2)c2nc3ccccc3nc2n1C1CCCCC1 (stereo not drawn) | -0.7 | -2.3 | 1.6 | 31 | -4 | 10 | -7 | -0.5 | 12
COc1ccc(/C(O)=C2/C(=O)C(=O)N(CCCN(C)C)C2c2cccc(Cl)c2)cc1OC (stereo not drawn) | 2.8 | -1.4 | -0.27 | x | x | x | -4 | 0.6 | -12
COc1ccc(CC(=O)Nc2ccc(-c3nc4cc(C)ccc4o3)c(O)c2)cc1OC | -1.3 | -1.2 | -0.39 | -15 | 8 | 5 | 9 | 0.6 | 1
COC(=O)CN1C(=O)CC(C)(C)S(=O)c2ccccc21 (stereo not drawn) | -0.1 | -1.6 | 0.029 | 3 | -9 | -6 | -7 | 0.2 | 8
COc1cccc(-n2nnc3c(=O)n(Cc4cccc(F)c4)cnc32)c1 | x | -0.9 | 0.044 | -1 | 7 | x | x | -0.7 | 2
Cn1c(/C=C/N2CCOCC2)c(C(=O)c2ccc(Br)cc2)c(=O)n(C)c1=O | 3.4 | 0.3 | 0.096 | -9 | 14 | -4 | x | -0.3 | -1
CSC1=NCCN1C(=O)c1c(-c2ccccc2Cl)noc1C | -0.2 | -1.4 | 0.019 | -6 | 5 | -1 | 8 | -1.0 | 15
Cc1ccc2[nH]c3c(c2c1)CN(C(=O)CN1CCCc2ccccc21)CC3 | -3.2 | -0.8 | x | x | x | x | 14 | -0.3 | 14
Nn1cc(-c2ccccc2)nc1SCC(=O)N1CCN(S(=O)(=O)c2ccc(Cl)cc2)CC1 | 2.4 | -3.2 | 0.62 | -4 | 6 | -6 | -21 | 0.7 | -8
